# Screening results deposited in PubChem BioAssay by The Scripps Research Institute Molecular Screening Center.
# GPR151 ag – activates the human receptor GPR151; Q8TDV0; PathHunter beta-arrestin GPR151 cells, luminescence; activation, % at 11.2 µM; 650,000 compounds, 1% hits; in the data active means activation above about 4.9%;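 further: 0% = median of compound wells and 100% = cells with positive control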
# Target sequence (Q8TDV0 whole entry, looked up): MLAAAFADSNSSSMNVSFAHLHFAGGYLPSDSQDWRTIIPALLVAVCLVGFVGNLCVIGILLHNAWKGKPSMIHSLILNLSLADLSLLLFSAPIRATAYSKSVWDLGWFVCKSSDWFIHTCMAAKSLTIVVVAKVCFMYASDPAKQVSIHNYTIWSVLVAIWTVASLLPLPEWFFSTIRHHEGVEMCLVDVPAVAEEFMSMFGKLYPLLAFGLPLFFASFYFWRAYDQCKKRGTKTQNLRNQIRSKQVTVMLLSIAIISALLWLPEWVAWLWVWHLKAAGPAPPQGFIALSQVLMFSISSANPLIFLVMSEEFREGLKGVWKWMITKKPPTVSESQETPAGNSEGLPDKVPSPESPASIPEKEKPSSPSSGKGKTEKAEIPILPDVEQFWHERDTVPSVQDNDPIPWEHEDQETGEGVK
# FBW7 act – activators of human E3 ligase FBW7; Q969H0; AlphaScreen FBW7–phospho-cyclin E peptide binding, activator screen; normalized activity (activation), % at 26.1 µM; 650,000 compounds, 0.13% hits; in the data active means normalized activity above about 1.9%;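 further: purified mutant Fbw7 with reduced substrate affinity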
# TEAD-YAP block – TEAD-YAP interaction inhibition; HEK-TIYL cells, TEAD-Gal4/YAP UAS-luciferase luminescence; inhibition, % at 9.12 µM; 640,000 compounds, 1.4% hits; AID 1259422; in the data active means inhibition above about 32%;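 further: 0% = median of test compound wells and 100% = reference inhibitor wells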
# MITF inh – inhibitors of human MITF; O75030; AlphaScreen MITF homodimerization, bead proximity signal; inhibition, % at 2.6 µM; 650,000 compounds, 0.91% hits; AID 1259374; in the data active means inhibition above about 50%;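 further: 0% = vehicle wells with protein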
# Target sequence (O75030 whole entry, looked up): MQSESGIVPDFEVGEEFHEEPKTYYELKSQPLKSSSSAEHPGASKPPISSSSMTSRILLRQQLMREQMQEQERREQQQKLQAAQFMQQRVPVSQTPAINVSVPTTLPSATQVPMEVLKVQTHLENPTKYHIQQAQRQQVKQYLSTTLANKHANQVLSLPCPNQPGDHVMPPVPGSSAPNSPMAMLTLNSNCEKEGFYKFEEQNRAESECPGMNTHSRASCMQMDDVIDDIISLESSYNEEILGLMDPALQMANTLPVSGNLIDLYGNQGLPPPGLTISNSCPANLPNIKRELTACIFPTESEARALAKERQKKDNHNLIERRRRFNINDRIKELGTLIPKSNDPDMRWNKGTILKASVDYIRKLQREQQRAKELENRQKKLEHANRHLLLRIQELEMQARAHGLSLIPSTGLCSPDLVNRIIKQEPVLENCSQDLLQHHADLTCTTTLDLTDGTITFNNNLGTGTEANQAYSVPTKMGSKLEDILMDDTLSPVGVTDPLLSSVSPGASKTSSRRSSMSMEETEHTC
# * marks the source's active call; other numbers are inactive results; / = no result given.
SMILES	GPR151 ag	FBW7 act	TEAD-YAP block	MITF inh
Cc1cc(C(=O)Nc2nnc(SCc3ccc(Cl)cc3)s2)no1	-0.5	-0.1	7	-4
COc1ccc(C2=N/C(=C\c3ccc(Cl)c(Cl)c3)C(=O)O2)cc1[N+](=O)[O-]	-0.8	0.0	2	0
S=C(NCc1ccco1)NC1CCCC1	0.8	-0.2	-3	38
CSc1nc2sc3c(c2c(=O)n1-c1ccc(C)cc1)CCC3	0.0	-0.1	-8	-2
CCCOc1ccc(C2C(C(=O)OC3CCCC3)=C(C)NC3=C2C(=O)CC(c2ccc(Cl)cc2)C3)cc1 (stereo unspecified)	-0.3	0.1	13	-1
CCOC(=O)c1c(NC(=O)COc2c(F)c(F)cc(F)c2F)sc2c1CCCC2	5.0*	1.2	8	13
COc1ccc2[nH]c3nc(SCC(=O)NCC4CCCCC4)nnc3c2c1	0.4	-0.5	-11	6
CCOC(=O)CCC(=O)NCCN1CCN(S(C)(=O)=O)CC1	0.2	0.0	10	-5
Cc1cc(=O)n(Cc2ccccc2)c(O)c1C#N	-1.5	-0.3	-2	-6
O=[N+]([O-])c1ccc(NC(=S)Nc2ccn(Cc3ccccc3)n2)cc1	0.3	-0.1	0	-20
O=C1NC(=Nc2ccccc2Cl)S/C1=C/c1ccccc1Cl	1.4	0.1	10	16
COCCCNC(=S)NNC(=O)c1ccccc1Br	0.9	-0.1	-1	-2
O=C(Nc1ccc(-c2cscn2)cc1)C1CCCN(C2CCOCC2)C1 (stereo unspecified)	1.6	0.0	19	1
CC(C)CC(=O)Nc1ccc(C(=O)NN)cc1	0.5	0.0	1	3
COc1cc(C(=O)NCc2nnc(SCC(=O)Nc3nccs3)n2-c2cccc(C(F)(F)F)c2)cc(OC)c1OC	-1.4	0.1	1	-2
NC(=O)C(Cc1ccc(OCc2ccccc2)cc1)NC(=O)CNC(=O)OCc1ccccc1 (stereo unspecified)	-0.7	0.0	5	-2
CCc1cc(OCCN2C(=O)NC(C)(C)C2=O)ccc1Cl	-0.1	0.1	-3	9
COc1ccc2nc(-c3ccc(C)c(NS(=O)(=O)c4cc(F)ccc4OC)c3)cn2n1	-1.5	-0.1	-60	0
CCOC(=O)C1(Cc2ccccc2Cl)CCN(C(=O)Cc2c(C)noc2C)CC1	1.1	0.0	-61	3
N#CC1(C#N)C(C(=O)c2ccccc2)C1c1ccc(Cl)cc1 (stereo unspecified)	-0.3	0.0	-5	7
Cc1ccc(S(=O)(=O)Nc2ccc(F)cc2)c([N+](=O)[O-])c1	2.7	-0.3	8	-2
O=C(NCc1cccnc1)c1cnc(NCc2cccnc2)s1	-2.5	0.2	-3	5
CSc1ccc(Cn2nnc(C(=O)Nc3ccc(F)cc3)c2N)cc1	-1.1	0.8	7	16
CCn1c(SCc2nc3ccccc3[nH]2)nnc1-c1ccncc1	2.7	0.0	-5	4
COCCCNC(=S)N1CCC(C(=O)c2ccc(Cl)cc2)CC1	-0.3	0.5	14	12
COc1ccc(NC(=O)CN(c2ccccc2C)S(=O)(=O)c2ccccc2)c(OC)c1	-0.1	-0.1	3	-3
COc1cccc(CSc2nnc(-c3cccs3)n2C)c1	-0.9	0.2	-11	4
CC(=O)c1sc(NC(=O)c2ccccc2C)nc1C	-2.3	0.2	-18	7
COc1cc(/C=N/NC(=O)C(=O)NCCCN2CCOCC2)cc(OC)c1OC	-0.5	0.2	6	9
CC(C)(Oc1ccc(Cl)cc1)C(=O)NCc1ccc(S(N)(=O)=O)cc1	-1.7	0.1	-2	33
CCCOC(=O)Nc1cccc(C(=O)O)c1	-11	1.7	-66	9
COc1ccc(OCCCOc2ccc(/C=C3/C(=N)N4OC(C)=CC4=NC3=O)cc2)cc1	0.2	-0.1	9	0
CCOC(=O)C1CCCN(C(=O)CS(=O)(=O)Cc2ccccc2)C1 (stereo unspecified)	0.9	-0.2	-3	0
CCOc1ccc(-c2nnc3cccc(Cl)n23)cc1OC	-0.7	-0.1	-20	-5
Cc1ccccc1-n1nc2c(c1NC(=O)COc1ccc(Cl)cc1)CS(=O)(=O)C2	-1.2	0.0	-8	11
O=C(Nc1ccc(F)cc1F)c1ccc(Cl)c([N+](=O)[O-])c1	-2.0	0.0	56*	11
CSc1ccc(CN2CCC3(CC2)CC3C(=O)NCCCn2ccnc2)cc1 (stereo unspecified)	-0.8	0.1	-6	-2
O=C(O)CC1S/C(=N/N=C/c2ccc(-c3ccc(Cl)cc3)o2)NC1=O (stereo unspecified)	0.7	-0.1	-14	6
Cc1ccc(S(=O)(=O)N(C)CC(=O)N2CCN(C)CC2)cc1	0.8	-0.2	-6	2
CC(C)N(Cc1ccccc1)C(=O)CNCC1CCCO1 (stereo unspecified)	2.4	0.2	1	35
COCCCNCCOCCOc1ccccc1	2.0	-0.1	3	35
O=C(CCc1nnc(Cc2cccc(C(F)(F)F)c2)o1)NCC(F)(F)F	0.0	0.1	-13	-8
Cc1ccc(N(CCCCN2C(=O)c3ccccc3C2=O)C(=O)c2ccc([N+](=O)[O-])cc2)cc1	-1.5	0.1	-2	64*
COc1cc([N+](=O)[O-])cc([N+](=O)[O-])c1OCC(=O)N/N=C/C(C)=C/c1ccccc1	-1.3	-0.1	-6	-2
O=C(/C=C/c1cccs1)c1ccc(F)cc1	-0.5	-0.2	-18	-6
O=C(c1ccc(CS(=O)Cc2ccccc2Cl)o1)N1CCN(c2ccccn2)CC1 (stereo unspecified)	-0.2	-0.1	4	4
CCCCCOc1ccc(C2(C)NC(=O)N(C)C2=O)cc1 (stereo unspecified)	-0.2	-0.4	-16	-4
O=c1oc2ccccc2c2c1ncn2Cc1ccccc1	-1.0	0.0	-4	-7
Cc1[nH]ncc1-c1ccc(NC(=O)C2COc3ccccc3O2)c(N(C)CCN(C)C)c1 (stereo unspecified)	1.4	-0.2	9	15
C#CCN1C(=O)C(O)(CC(=O)c2ccc(CC)cc2)c2ccccc21 (stereo unspecified)	-0.8	0.2	-1	-27
Cc1ccc(C(=O)N(C)C2CCS(=O)(=O)C2)cc1 (stereo unspecified)	1.3	0.2	7	2
O=C(/C=C/c1ccc(Br)cc1)Nn1c(-c2ccc(Br)cc2)nc2ccccc2c1=O	1.4	0.1	15	7
CCN(CC)C(=O)C12CC3CC(C1)C(=O)C(C3)C2	0.1	0.3	2	3
O=C(NCc1ccccc1)c1ccn[nH]1	-1.8	0.0	-2	23
O=C(Cn1c(=O)oc2ccccc21)NCc1cccs1	3.8	-0.1	-11	-12
C=CCOc1ccccc1CNc1n[nH]c2nc(C)cc(C(F)(F)F)c12	0.4	-0.1	-6	-9
O=C(NCc1ccc(Cl)c(Cl)c1)O[C@H]1CCc2ccccc21	2.4	/	/	-36
CCCC1C(c2ccccc2)NC(c2ccccc2)CC1(C)O (stereo unspecified)	-0.4	0.0	7	14
O=[N+]([O-])c1ccc(N2CCN(Cc3nnc(-c4ccc5c(c4)OCO5)o3)CC2)cc1	0.2	-0.1	8	7
CC1=C(C(=O)OC2CCCCCCC2)C(c2ccc(O)cc2)NC(=O)N1 (stereo unspecified)	2.4	0.1	2	1

# Other records.
SMILES	GPR151 ag	FBW7 act	TEAD-YAP block	MITF inh
CC(=O)C1=NN(c2ccccc2)C(c2ccc(N(C)C)cc2)N1c1ccc(C)cc1 (stereo unspecified)	-2.9	0.4	7	-20
Cc1cc(OCC(=O)NNC(=O)CCc2ccccc2)cc(C)c1Cl	-0.4	-0.1	3	-16
COC(=O)C(CCSC)NC(=O)c1ccc(Cl)cc1Cl (stereo unspecified)	9.7*	-0.1	-4	8
O=c1[nH]c(N2CCCCC2)nc2c1CN(Cc1nnnn1Cc1ccco1)CC2	-1.4	0.8	0	-6
Cc1nc2c(c(=O)[nH]1)CCN(C(=O)c1ccc3nsnc3c1)C2	0.6	0.2	5	11
O=C(NCCc1ccccc1)c1c[nH]c2ccc(S(=O)(=O)NC3CCCCNC3=O)cc2c1=O (stereo unspecified)	-0.5	0.1	4	7
Cc1ccc(-n2c(SCC(=O)N3CCCC3)nc3c(sc(=S)n3-c3cc(C)ccc3F)c2=O)cc1	6.7*	0.0	7	6
CCN(CC)Cc1cc(C(=O)O)c(C)o1	-0.4	-0.1	7	9
CCc1cc(NCc2ccncc2)n2nc3nc(C)cc(C)c3c2n1	0.2	-0.1	-4	4
COCCNC(=O)CSc1nnc(C)n1-c1ccccc1	-2.7	0.0	13	49
O=C(c1ccccc1NS(=O)(=O)c1ccc(Cl)s1)N1CCCCCC1	-0.2	-0.3	0	3
Cn1c(C=O)ccc1-c1cccc([N+](=O)[O-])c1	0.9	-0.1	3	4
COC(=O)c1c(C(C)=O)cnc2ccc(Br)cc12	1.4	-0.1	6	0
Cc1ccc(-c2noc(CNC(=O)C34CC5CC(CC(C5)C3)C4)n2)cc1	-0.2	-0.1	1	6
CC(=O)c1sc(NC(=O)c2ccc(S(=O)(=O)N(C)C3CCCCC3)cc2)nc1C	0.3	-0.1	2	-1
CC1=C(C#N)C(c2cccc(Cl)c2Cl)C2=C(CC(C)(C)CC2=O)N1 (stereo unspecified)	-0.4	-0.1	12	-6
CC(C(=O)Nc1cccc(C(F)(F)F)c1)N1Cc2ccccc2C1=O (stereo unspecified)	-0.6	0.1	1	-32
COc1ccc(CCNC(=O)c2csc(N3CCN(c4ccccn4)CC3)n2)cc1	-0.1	-0.2	0	-6
O=c1[nH]nc(N/N=C/c2ccc([N+](=O)[O-])cc2)c(=O)[nH]1	0.0	-0.1	10	-3
CC1CCN(c2nc3c(c(=O)[nH]2)CCN(Cc2ccccn2)C3)CC1	0.7	0.0	6	9
CCOC(=O)C1CCCN(c2c(-c3ccc(C)c(C)c3)c(=O)c2=O)C1 (stereo unspecified)	0.4	-0.1	-1	2
COC(=O)c1cc(CNC(=O)C(C)(C)C)cc(NS(=O)(=O)c2ccccc2Cl)c1	-0.1	-0.2	-1	-4
COc1ccc(/C=N\NC(=O)CNc2ccccc2C)cc1[N+](=O)[O-]	-0.6	-0.2	-3	3
CCOC(=O)c1c(NC(=O)CCSc2nnc3ccccn23)sc2c1CCCC2	1.4	0.2	0	10
O=C(NCc1ccc(Cl)c(Cl)c1)c1cc(S(=O)(=O)N2CCC3(CC2)OCCO3)ccc1F	-1.5	0.0	3	12
CC(C)(C)C1CCc2c(sc(NC(=O)c3cc(-c4ccccc4)nc4ccccc34)c2C#N)C1 (stereo unspecified)	-0.2	-0.1	-1	7
CC1(C)CC(=O)C(C=Nc2cccc(F)c2)=C(O)C1	2.2	0.0	-9	2
CCCNC(=O)c1nnc2n(c1=O)CCN2c1ccc(OC)cc1	0.2	0.0	-1	-2
COc1ccc(S(=O)(=O)N2CCOC2CNC(=O)C(=O)NCCN(C)C)cc1 (stereo unspecified)	-2.3	0.0	3	0
CSc1ccc(C2C(C(=O)Nc3ccccc3C(F)(F)F)=C(C)NC3=C2C(=O)CC(c2ccccc2)C3)cc1 (stereo unspecified)	3.5	0.0	-5	-5

# Grouped by structure, the entries above containing two or more sulfur atoms
SMILES	GPR151 ag	FBW7 act	TEAD-YAP block	MITF inh
Cc1cc(C(=O)Nc2nnc(SCc3ccc(Cl)cc3)s2)no1	-0.5	-0.1	7	-4
CSc1nc2sc3c(c2c(=O)n1-c1ccc(C)cc1)CCC3	0.0	-0.1	-8	-2
COc1cc(C(=O)NCc2nnc(SCC(=O)Nc3nccs3)n2-c2cccc(C(F)(F)F)c2)cc(OC)c1OC	-1.4	0.1	1	-2
COc1cccc(CSc2nnc(-c3cccs3)n2C)c1	-0.9	0.2	-11	4
Cc1ccc(-n2c(SCC(=O)N3CCCC3)nc3c(sc(=S)n3-c3cc(C)ccc3F)c2=O)cc1	6.7*	0.0	7	6
O=C(c1ccccc1NS(=O)(=O)c1ccc(Cl)s1)N1CCCCCC1	-0.2	-0.3	0	3
CC(=O)c1sc(NC(=O)c2ccc(S(=O)(=O)N(C)C3CCCCC3)cc2)nc1C	0.3	-0.1	2	-1
CCOC(=O)c1c(NC(=O)CCSc2nnc3ccccn23)sc2c1CCCC2	1.4	0.2	0	10

# (cont.)
SMILES	GPR151 ag	FBW7 act	TEAD-YAP block	MITF inh
CCOC(=O)c1ccc(N=C2SC(C(=O)Nc3ccccc3)CC(=O)N2CCc2c(C)n(C)c3ccccc23)cc1 (stereo unspecified)	-0.8	0.1	-10	5
O=C(COc1ccccc1)NNC(=O)COc1ccc(Cl)cc1Cl	3.2	-0.1	9	5
CSc1ncccc1C(=O)OCc1nc2ccc(Cl)cc2n1CCO	-0.3	0.6	2	6
CCOC(=O)CSc1nc2cc(C(=O)OC)ccc2c(=O)n1-c1ccc(F)c(Cl)c1	-1.7	0.1	3	9
COCC(=O)Nc1ccc(Cl)c(C(F)(F)F)c1	0.8	-0.1	4	-9
O=C1c2ccc(-c3ccc([N+](=O)[O-])cc3)cc2C(=O)N1c1ccccc1	-0.3	1.2	-2	13
O=C(NC1CC1)c1ccc2nc(NC3CCC(O)CC3)sc2c1 (stereo unspecified)	0.3	-0.1	-8	-1
COc1cc(/C=C(\CC(=O)O)c2nc3ccccc3s2)cc(OC)c1	2.2	0.3	-4	4
COc1cc(NC(=O)c2ccc([N+](=O)[O-])c(C)c2)ccc1NC(=O)c1cccs1	1.1	0.1	-7	4
